AID inh: inhibitors of human activation induced cytidine deaminase; Q9GZX7; AID deamination FRET fluorescence, UDG-coupled, 4 h; Potency, µM (doses to about 115 µM), for the others: at the highest dose activity change, negative = inhibition, actives largely listed as inhibitors; 91,000 compounds, 0.32% hits; AID 1347428; note: nearly all actives have a fitted effect of over 25% in size
Target sequence (Q9GZX7 whole entry, looked up): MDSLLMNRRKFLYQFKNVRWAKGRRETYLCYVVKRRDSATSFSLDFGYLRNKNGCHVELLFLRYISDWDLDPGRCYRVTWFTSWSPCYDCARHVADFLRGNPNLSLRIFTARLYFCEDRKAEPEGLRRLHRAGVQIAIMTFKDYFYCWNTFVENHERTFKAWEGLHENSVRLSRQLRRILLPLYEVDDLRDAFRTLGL
UDG counterscr: blocks uracil-DNA glycosylase in AID counter-screen. Potency, µM (doses to about 115 µM), without a hit: at the top dose activity change, negative = inhibition, most hits filed as inhibitors. FRET deamination/UDG coupled assay, UDG read, 4 h. 91,000 compounds, 0.14% hits; note: nearly all actives have a fitted effect of over 65% in size
Numbers without * were called inactive; ? = inconclusive; [ ] = dose if it differs, or a comment. Calls come from the whole dose curve; as a rule, active = well fitted curve in the direction sought with a large enough effect; inconclusive = small, poorly fitted or top-dose-only effect, or another doubt; inactive = no such curve, though single readings can be large; an effect the other way counts as inactive or inconclusive. % is set by controls: 0 for no effect and ±100 for the full control effect; potency is the fitted concentration of half-maximal effect.

SMILES	AID inh	UDG counterscr
CC1CCN(C(=O)CN2CCSc3ccccc32)CC1	-3.1%	?
CC(C)Cn1c(=O)c2ccccc2n2c(-c3cccc(Cl)c3)nnc12	3.3%	-9.8%
Cc1c2cnn(-c3ccccc3)c(=O)c2c(C)n1CC(=O)N1CCN(c2ccc(F)cc2)CC1	10.8%	-0.9%
CCC(C)(C)NC(=O)/C(=C/c1ccccc1)c1ccccc1	-11.5%	-12.7%
CN(CCC#N)C(=O)COc1cc(Cl)ccc1C(N)=O	-4.4%	-2.2%
CCN(Cc1ccccc1)C(=O)CN(c1ccc(OC)cc1)S(=O)(=O)c1c(C)nn(C)c1C	-6.1%	-0.7%
COCCOc1nc2c(c(=O)n(C)c(=O)n2C)n1Cc1ccccc1	-5.5%	-1.4%
CC1CCN(S(=O)(=O)c2ccc3nc(Nc4cccc(C(F)(F)F)c4)ccc3c2)CC1	?	?
CCCNC(=O)Cn1nc(-c2ccc(OC)cc2)c2cnc3ccc(F)cc3c21	6.5%	4.5%
Cc1ccc(-c2c(C(=O)Nc3ccc(F)c(F)c3)oc(=O)c3ccccc23)cc1	-29.9%	-4.9%
COc1ccc(-n2c(CCC(=O)O)ccc2-c2ccccc2)cc1	-20.9%	-4.5%
COCCn1c(SCC(=O)c2ccc(C)cc2C)nc2cc(C(=O)NC3CCCC3)ccc2c1=O	7.9%	19.6%
O=c1cc(-c2ccccc2)n2c(SCc3ccccc3Cl)nnc2[nH]1	1.0%	4.2%
Cc1ccc(NC(=O)Cn2nnc(-c3nc(-c4ccc(C)cc4)no3)c2N)cc1	-10.6%	-0.4%
CC(C)Oc1ccccc1/C=N/O	2.6%	9.0%
O=C(Nc1ccc(C(O)(C(F)(F)F)C(F)(F)F)cc1)c1ccccc1Cl	0.1%	-4.0%
Cc1ccc(NC(=O)C2CCCN(c3ncnc4onc(C)c34)C2)c(Cl)c1 (configuration not stated)	-0.7%	9.8%
CCOc1ccccc1NC(=O)COc1cccc2c(=O)n(CCOC)ccc12	-29.0%	?
CN1CCN(CCCNC(=O)c2cnn(-c3ccc(F)cc3)c2-n2cccc2)CC1	-2.8%	-5.4%
O=C(CCc1nc(-c2ccc(F)cc2)no1)Nc1cccc(S(=O)(=O)NC2=NCCC2)c1	-10.2%	-8.0%
CC(=O)Nc1ccc(C(=O)CSc2ccc(Cl)cc2)cc1	-4.8%	6.3%
Cc1cc(C)cc(OCC(=O)NCCc2nc3ccccc3[nH]2)c1	39.5%[activator]	-3.4%
COc1cc(OC)c(NC(=O)NCc2ccc3c(c2)CCN3C(C)=O)cc1Cl	8.2%	1.9%
Cc1nc2c(c(C)nn2-c2ccccc2)c(C)c1CCC(=O)NCc1ccccc1	-18.2%	-6.7%[57.5 µM]
CNC(=O)C1CCC(Cn2c(=O)c3sccc3n(CC(=O)Nc3ccc(C)c(F)c3)c2=O)CC1 (configuration not stated)	3.6%	-6.8%
CN1CCC(C(=O)c2ccccc2)C1=O (configuration not stated)	-0.8%	-1.1%
CC(Oc1ccc2ccc(=O)oc2c1)C(=O)NC1CC(C)(C)NC(C)(C)C1 (configuration not stated)	2.5%	0.2%
O=C(c1cc(-c2cccc(Cl)c2)on1)N1CCCCC1	-6.4%	-14.9%
Cc1ccc(S(=O)(=O)c2nc(-c3ccco3)oc2SCC(=O)c2ccc(Cl)cc2)cc1	10.3%	-22.8%
COC(=O)COc1ccc2oc(C)c(C(=O)OC)c2c1	-5.7%	-7.5%

The closing 3 entries of the section above come first, to join the parts:
SMILES	AID inh	UDG counterscr
O=C(c1cc(-c2cccc(Cl)c2)on1)N1CCCCC1	-6.4%	-14.9%
Cc1ccc(S(=O)(=O)c2nc(-c3ccco3)oc2SCC(=O)c2ccc(Cl)cc2)cc1	10.3%	-22.8%
COC(=O)COc1ccc2oc(C)c(C(=O)OC)c2c1	-5.7%	-7.5%
CCn1nnnc1SCC(=O)N(Cc1cccs1)c1ccc2c(c1)OCCO2	-8.2%	-8.4%
Cc1ccc(-n2ncc3c(NCCO)ncnc32)cc1Cl	-17.5%	-5.6%
N#Cc1ccc(-c2ccc(OCC(=O)c3ccc4c(c3)OCCO4)cc2)cc1	0.8%	1.3%
CCn1cc2nc(SCc3cc(C)ccc3C)n(Cc3ccc(OC)cc3)c(=O)c2n1	?	-12.7%
O=C(NC(Cc1c[nH]c2ccccc12)C(=O)O)C1CC1 (configuration not stated)	1.1%	1.4%
Cc1ccc(CNC(=O)C2CCN(S(=O)(=O)Cc3ccccc3)CC2)cc1	14.9%	19.2%
O=C(O)Cn1cc(C(C(=O)O)N2CCN(Cc3ccccc3)CC2)c2ccc(Cl)cc21 (configuration not stated)	7.7%	-0.8%
O=C(CSc1nnc(CNC(=O)c2ccccc2)n1-c1cccc(Cl)c1)Nc1ccccc1F	1.3%	3.0%
CCc1ccc(NC(=O)Cn2c(=O)n(CCC(=O)N3CCc4ccccc4C3)c(=O)c3ccccc32)cc1	30.0%	-2.5%
Cc1cccc(OCCC(=O)NO)c1	3.0%	1.8%
COc1cccc(-n2c(-c3cccc(F)c3)nc3c(cnn3-c3ccc(C)cc3)c2=O)c1	?	-21.9%
Nc1nc(CN2CCN(C(=O)c3ccccc3F)CC2)nc2ccccc12	1.8%	-2.0%
Cc1ccccc1C(=O)Nc1sc2c(c1C(=O)O)CCC(C(C)(C)C)C2 (configuration not stated)	?	-2.9%
CCc1ccccc1NC(=O)CNC(=O)NNC(=O)C(C)Nc1nc2ccccc2s1 (configuration not stated)	-1.1%	2.9%
Cc1ccc(C)c(CN2C(=O)c3ccccc3S(=O)(=O)c3ccc(C(=O)NCCc4ccc(Cl)cc4)cc32)c1	-3.1%	-16.3%
O=C(Nc1ccc(OC(F)(F)F)cc1)c1cc2ccccn2n1	-1.6%[57.5 µM]	-4.0%[57.5 µM]
Nc1nccnc1C(=O)NCc1ccccc1Cn1cccn1	-3.9%	-0.7%
O=C(NC1C2CC3CC(C2)CC1C3)c1ccc(Cl)s1 (configuration not stated)	-5.9%	-2.6%
CCCCCc1c(C)nc(Nc2nc(C)c3cc(OC)ccc3n2)[nH]c1=O	-8.9%	3.1%
Nc1cccc(NS(N)(=O)=O)c1	53.9%[activator]	-16.3%
CCCCc1nn2c(=O)cc(COC(=O)c3cccc(NC(=O)c4cccs4)c3)nc2s1	3.5%	-15.7%
CCC(CC)C(=O)Nc1ccc(OCc2cc(=O)n3ccc(C)cc3n2)cc1	11.4%	88.8%[activator]
COc1cccc(Cn2c(CNC(=O)CCc3ccccc3)nc3cccnc32)c1	1.1%	2.1%
Cc1cc(Nc2cccc(Cl)c2)nc2ccc(NC(=O)CC3CCCCC3)cc12	57.7%[activator]	-4.8%
Cc1oc(-c2ccccc2F)nc1CN1CCC(C(=O)NCCc2ccc(Cl)cc2)CC1	7.8%	-10.9%
O=C(C1CCCCC1)N1CCC(c2nc3ccccc3o2)CC1	-2.0%	3.0%
Nc1cc(N)nc(SCc2ccc(C(F)(F)F)cc2)n1	1.4%	0.8%
CCOC(=O)/C(C#N)=C/c1ccc(OCC(=O)N2CCOCC2)cc1	-3.7%	-5.7%
COc1cc(OC)cc(-c2cc3nc(C)c(CCC(=O)NCCc4cccc(C)c4)c(C)n3n2)c1	-5.8%	-4.3%
Cc1nn(-c2ccccc2)c2c1N(CC(=O)N1CCN(c3cccc(Cl)c3)CC1)C(=O)CS2	-15.9%	-4.9%
Cc1onc(-c2ccccc2Cl)c1C(=O)Oc1ccc(Cl)cc1Cl	-0.3%	-7.9%
O=C(Cn1c(=O)c2cccn2c2ccccc21)NCCc1ccccc1	14.5%	1.7%[57.5 µM]
Cc1cc(C(=O)N2CCN(S(=O)(=O)c3cc(Cl)ccc3Cl)CC2)c(C)n1Cc1ccco1	-15.5%	-9.8%
O=C(/C=C/c1cccnc1)c1ccc2c(c1)OCCCO2	-10.8%	5.1%
CN(C(=O)CN1CCN(c2ccc([N+](=O)[O-])c3cnccc23)CC1)c1ccccc1	-21.2%	-17.7%
Cc1cccc(NC(=O)C2CCN(c3cnccn3)CC2)c1	-6.3%	-5.1%
CSc1ccc(CNC(=O)Cn2c(-c3cccs3)cc3cc(F)ccc32)cc1	0.6%	19.4%
COC(=O)c1nnn(CC(=O)NC(=O)Nc2cccc(C)c2C)c1C(=O)OC	5.7%	0.5%
CC(=O)c1cccc(NC(=O)c2oc3c(c2C)-c2nn(Cc4ccc(Cl)cc4)cc2CC3)c1	?	?
Cc1ccccc1CNC(=O)c1ccc2nc(SCc3ccc(F)cc3)n(C)c2c1	1.4%	-2.3%
Cc1ccccc1CN1C(=O)c2ccccc2S(=O)(=O)c2ccc(C(=O)OCC3CCCO3)cc21 (configuration not stated)	-7.1%	16.0%
Cc1cccc(N2C(=O)CCSC23C(=O)N(Cc2ccc(F)cc2)c2ccccc23)c1 (configuration not stated)	-17.2%	34.4%[activator]
CC(C)(C)C(=O)N1CCC(NC(=O)c2cc3ccccc3oc2=O)CC1	-11.7%	-9.2%
Cn1nc(C(=O)N2CCCN(Cc3ccccc3)CC2)c2ccccc2c1=O	0.2%	4.3%
CCCCc1ccc(-c2ccc(C#N)cc2)nc1	-15.1%	-8.9%

Fetched by compound from above:
SMILES	AID inh	UDG counterscr
O=C(CCc1nc(-c2ccc(F)cc2)no1)Nc1cccc(S(=O)(=O)NC2=NCCC2)c1	-10.2%	-8.0%
CC(=O)Nc1ccc(C(=O)CSc2ccc(Cl)cc2)cc1	-4.8%	6.3%
O=C(Nc1ccc(C(O)(C(F)(F)F)C(F)(F)F)cc1)c1ccccc1Cl	0.1%	-4.0%
O=C(NC(Cc1c[nH]c2ccccc12)C(=O)O)C1CC1 (configuration not stated)	1.1%	1.4%

Back to the main list, starting 5 compounds before the break.
SMILES	AID inh	UDG counterscr
Cc1ccccc1CN1C(=O)c2ccccc2S(=O)(=O)c2ccc(C(=O)OCC3CCCO3)cc21 (configuration not stated)	-7.1%	16.0%
Cc1cccc(N2C(=O)CCSC23C(=O)N(Cc2ccc(F)cc2)c2ccccc23)c1 (configuration not stated)	-17.2%	34.4%[activator]
CC(C)(C)C(=O)N1CCC(NC(=O)c2cc3ccccc3oc2=O)CC1	-11.7%	-9.2%
Cn1nc(C(=O)N2CCCN(Cc3ccccc3)CC2)c2ccccc2c1=O	0.2%	4.3%
CCCCc1ccc(-c2ccc(C#N)cc2)nc1	-15.1%	-8.9%
Cc1ccc(-c2ccc(Oc3ccc(C#N)c(C#N)c3)cc2)cc1	-5.4%	-4.3%
Cc1ccc(-n2nc3c(=O)n(C(C)C(=O)NCc4ccco4)nc(C)c3c2C)cc1 (configuration not stated)	-3.3%	52.0%[activator]
Cc1nn(CC(=O)Nc2ccccc2C(F)(F)F)c2ccccc12	-10.5%	-2.1%
CCOC(=O)c1c(C)oc2nc(C)nc(NCCCN3CCN(c4cc(Cl)ccc4C)CC3)c12	2.3%	1.7%
Cc1ccc(CCNS(=O)(=O)c2ccc3c(c2)C(C(C)C)C(=O)N3)cc1 (configuration not stated)	-9.9%	2.9%
CC(C)(C)c1nc(COc2ccccc2C#N)cs1	-2.6%	6.9%
CCCCCCC(=O)Nc1c(C)cccc1C	-4.3%	-3.9%
CCCn1c(C)cc(C(=O)Cn2c(Cl)nc3c2c(=O)n(C)c(=O)n3C)c1C	-5.9%	1.3%
CCOc1ccc(C(=O)Nc2cccc(NC(=O)c3ccc(Cl)cc3Cl)c2)cc1	0.0%	5.8%[57.5 µM]
CCC(CC)NC(=O)CN1CCN(c2ccc(C(F)(F)F)cn2)CC1	0.3%	4.8%
COc1ccc(C(=O)c2c(N)c(C(=O)Nc3ccccc3C(F)(F)F)c3ccccn23)cc1	0.0%	-3.9%
CCNCC(O)COCc1ccc(OC)cc1 (configuration not stated)	19.2%	0.1%
COc1ccc(F)cc1S(=O)(=O)NCC(c1ccco1)S(=O)(=O)c1ccc(F)cc1 (configuration not stated)	9.2%	-2.5%
O=C(c1cc(S(=O)(=O)N2CCCCC2)ccc1Cl)N1CCN(c2ccccn2)CC1	-17.9%	-7.1%
C/C(=N/Nc1c(F)c(F)nc(F)c1F)c1ccc(C)c([N+](=O)[O-])c1	1.4%	4.0%
Cc1ccccc1C(=O)N1CCN(c2oc(-c3ccccc3F)nc2C#N)CC1	-8.7%	23.0%
CC(=O)c1ccc(NC(=O)Nc2sc3nc4n(c(=O)c3c2C)CCC(C)CC4)cc1 (configuration not stated)	-4.5%	44.8%[activator]
Cc1cccc(C(=O)OCc2nc(N)c3ccccc3n2)c1	-1.8%	4.2%
COc1ccc(OC)c(CNC(=O)CN2CC(C)Sc3ccccc32)c1 (configuration not stated)	-9.3%	3.2%
COCCCNC(=O)c1cnn(-c2ccc(F)cc2F)c1C1CCNCC1	45.5%[activator]	-5.0%
O=C(O)CCNS(=O)(=O)c1ccc(C(=O)/C=C/c2ccc(C(=O)O)cc2)cc1	2.5%	2.0%
CC(=O)c1c(C)[nH]c(C(=O)C(C)SCc2ccc(Cl)cc2)c1C (configuration not stated)	-4.7%	1.2%
COc1cc(OC)c(C(=O)Nc2nc(C)c(C)s2)cc1OC	-4.7%	4.2%
CCCCc1ccc(Nc2nc(NCCO)c3nccnc3n2)cc1	-12.1%	-0.9%
CN(C(=O)CCc1ncc(-c2ccc(F)cc2)o1)C1CCS(=O)(=O)C1 (configuration not stated)	-16.1%	-6.3%
CCOC(=O)c1c(C)oc2nc(C)nc(NC(C)c3ccccc3)c12 (configuration not stated)	79.4µM*	-14.9%
CCOc1ccc(N/C=C/C(=O)c2ccc(Br)cc2)cc1	2.3%	3.7%
CC(C(=O)Nc1ccccc1C(F)(F)F)N1C(=O)c2ccccc2C1=O (configuration not stated)	-9.2%	-8.7%
O=S(=O)(c1ccccc1)c1nnn2c1nc(NCc1ccccc1)c1sccc12	6.8%	14.9%
COc1nnc(-c2ccc(N3CCOCC3)c(NC(C)=O)c2)c2ccccc12	0.2%	-0.4%

Screens: PubChem BioAssay, National Center for Advancing Translational Sciences (NCATS)

Not all compounds are listed; rates above refer to the full screens.
